PABP1 MLLE inh – inhibitors of microRNA-mediated deadenylation, human PABP1 MLLE binding. 360,000 compounds, 0.36% hits. AID 588489. GST-MLLE / FITC-PAM2 fluorescence polarization. inhibition, % at 20 µM. P11940; in the data active means inhibition above about 35%, passing the limit was not always enough;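 further: plate controls were DMSO wells with GST-MLLE for no effect and wells lacking GST-MLLE protein for full effect; some results filed as inactive read as strong as hits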
Target sequence (P11940 whole entry, looked up): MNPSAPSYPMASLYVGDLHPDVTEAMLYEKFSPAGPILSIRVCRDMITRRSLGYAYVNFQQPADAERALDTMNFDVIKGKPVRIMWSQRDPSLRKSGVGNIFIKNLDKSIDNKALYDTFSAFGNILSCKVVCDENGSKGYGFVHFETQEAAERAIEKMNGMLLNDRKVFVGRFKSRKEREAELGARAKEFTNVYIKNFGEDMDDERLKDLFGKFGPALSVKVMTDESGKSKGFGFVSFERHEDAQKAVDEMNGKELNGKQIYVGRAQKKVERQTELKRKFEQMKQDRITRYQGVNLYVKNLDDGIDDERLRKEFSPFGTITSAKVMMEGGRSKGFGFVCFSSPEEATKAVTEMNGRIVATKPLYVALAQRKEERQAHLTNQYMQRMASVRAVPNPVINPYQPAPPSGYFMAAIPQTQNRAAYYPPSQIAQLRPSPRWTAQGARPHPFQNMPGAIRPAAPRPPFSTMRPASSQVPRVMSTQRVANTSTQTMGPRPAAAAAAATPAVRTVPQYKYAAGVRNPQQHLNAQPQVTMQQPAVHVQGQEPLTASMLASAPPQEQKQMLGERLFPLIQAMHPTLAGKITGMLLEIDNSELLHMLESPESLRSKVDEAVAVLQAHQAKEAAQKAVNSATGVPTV
STEP block – blocks human striatal-enriched tyrosine phosphatase; P54829; 360,000 compounds, 0.25% hits; AID 588621; inhibition, % at 20 µM; recombinant STEP, OMFP fluorogenic substrate, fluorescence;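 active means inhibition at 20 µM, scaled per plate between control wells, above about 37%, limit read from the data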;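 further: 0% = DMSO with enzyme and substrate and 100% = substrate only without enzyme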
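Material: STEP (striatal-enriched tyrosine phosphatase) enzyme, cell-free; Compound dosing: 20 µM single dose in 1% DMSO; Technique: fluorescence read at 480 nm ex / 540 nm em; Times: reaction 20 min, ambient temperature; Medium: 50 mM Bis-Tris pH 6.0 with 2.5 mM DTT and 0.005% Tween 20; Also added: OMFP at 25 µM.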
NadD block – inhibitors of Staphylococcus aureus NadD. purified NadD enzyme, colorimetric absorbance read-out. inhibition, % at 20 µM. 360,000 compounds, 0.78% hits. AID 602399; in the data active means inhibition above about 26%; further: some compounds past the cut are filed as inactive
LMPTP block – LMPTP (human) inhibition; 360,000 compounds, 0.22% hits; inhibition, % at 20 µM; recombinant LMPTP-A, OMFP fluorogenic substrate, fluorescence intensity;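 active means compounds that cut the enzyme signal by at least half of the control window in the single-dose screen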;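 further: plate controls were DMSO wells with enzyme plus substrate for no effect and substrate without enzyme for full effect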
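Assay system: LMPTP-A phosphatase enzyme | Input: 0.625 nM enzyme | Also added: Fluorogenic phosphatase substrate OMFP at 400 µM final | Compound dosing: One test concentration per compound, 20 µM, with 3% DMSO overall | Schedule: 50 min enzyme reaction at room temperature, protected from light | Signal: Fluorescence intensity | Benchmarks: no-enzyme and uninhibited controls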
Tb MetRS inh – Trypanosoma brucei MetRS inhibition; purified T. brucei MetRS, ATP depletion, Kinase-Glo luminescence; inhibition, % at 11.9 µM; 360,000 compounds, 0.4% hits; AID 624268;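 active means inhibition above a per-plate cutoff of the control wells' mean inhibition plus 3 SD, cut at about 5.5% in these data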;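 further: 0% = DMSO wells median and 100% = median of wells with control inhibitor compound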
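Material – parasite MetRS enzyme · Medium – HEPES-MgCl2-KCl buffer plus DTT, spermine, BSA, pyrophosphatase · Reagent – ATP, methionine and E. coli bulk tRNA substrates · Times – 15 min enzyme-compound preincubation, 2 h reaction, 10 min detection, 25 °C · Measured by – luminescence of leftover ATP · Evaluation – percent inhibition relative to median high and low control wells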
DNMT1 inh – blocks human DNA methyltransferase DNMT1 | P26358 | DNMT1 molecular beacon, Hinp1I cleavage, fluorescence | inhibition (reported as % activation of signal), % at 10 µM | 360,000 compounds, 0.83% hits; in the data active means inhibition above about 50%
Rpn11 inh – blocks the human proteasome subunit Rpn11; human 26S proteasome, Ub4-pepOG fluorescence polarization; 20S core pre-blocked with epoxomicin; O00487; calls only at 20 µM; 360,000 compounds, 0.59% hits;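 active means inhibition at 20 µM, scaled to each plate's controls, above about 33%, limit read from the data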
Scp-1 inhibitor – blocks human Scp-1 phosphatase activity | AID 493091 | inhibition, % at 20 µM | Recombinant Scp1, phosphopeptide, malachite green phosphate absorbance | 340,000 compounds, 0.88% hits | Q9GZU7;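 active means inhibition above about 50% at 20 µM, limit read from the data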;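 further: plate controls were DMSO wells with enzyme for no effect and wells lacking enzyme for full effect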
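Incubation: 45 min enzyme reaction at room temperature / System: truncated SCP-1 phosphatase (76-261aa) / Reagent: Phospho 17-mer peptide substrate / Buffer or medium: Acidic Tris acetate buffer with magnesium and detergent / Signal: absorbance at 630 nm / Doses: one concentration, 20 µM, with 1.0% DMSO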
SUMO1-SIM PPI – modulators of human SUMO1-mediated protein-protein interactions; P63165; SUMO1 binding to a labelled peptide, TR-FRET, 1 h; inhibition, % at 20 µM; 360,000 compounds, 0.33% hits; AID 602429; in the data active means inhibition above about 37%
Target sequence (P63165 whole entry, looked up): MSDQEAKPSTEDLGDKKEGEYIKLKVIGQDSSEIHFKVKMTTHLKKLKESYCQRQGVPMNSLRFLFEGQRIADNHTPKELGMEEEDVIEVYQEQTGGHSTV
CSN deneddyl inh – blocks human CSN-mediated cullin deneddylation; 360,000 compounds, 0.38% hits; Purified CSN, SCF-Nedd8-OG deneddylation, fluorescence polarization; inhibition, % at 12.5 µM; Q92905; AID 651999;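 active means pattern-corrected inhibition above about 35%, with an unprinted fluorescence ratio check between 0.5 and 1.5, limit read from the data, passing the limit was not always enough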;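 further: 0% = enzyme with substrate and 100% = substrate without enzyme; some results filed as inactive read as strong as hits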
Target sequence (Q92905 whole entry, looked up, one chain of several): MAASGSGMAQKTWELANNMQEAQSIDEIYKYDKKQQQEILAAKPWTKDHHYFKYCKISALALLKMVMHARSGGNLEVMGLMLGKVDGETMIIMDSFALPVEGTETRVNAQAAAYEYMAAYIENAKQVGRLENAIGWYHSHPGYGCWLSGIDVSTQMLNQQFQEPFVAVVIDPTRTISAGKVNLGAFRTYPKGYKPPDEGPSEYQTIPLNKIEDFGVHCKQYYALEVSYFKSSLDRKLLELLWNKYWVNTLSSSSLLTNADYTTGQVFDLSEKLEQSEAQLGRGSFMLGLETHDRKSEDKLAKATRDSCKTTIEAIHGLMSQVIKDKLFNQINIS
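Test system: Human Csn5 produced in HEK293T cells | Compound: 12.5 µM single point | Times: 90 min, room temperature | Signal: Fluorescence polarization readout | Read-out basis: % inhibition of substrate cleavage by Csn5 | Controls: no-enzyme wells high, enzyme-with-substrate wells low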
Starred values were filed as active, the others as inactive; i = inactive; · = no result given.

SMILES	PABP1 MLLE inh	STEP block	NadD block	LMPTP block	Tb MetRS inh	DNMT1 inh	Rpn11 inh	Scp-1 inhibitor	SUMO1-SIM PPI	CSN deneddyl inh
CC(OC(=O)C(NC(=O)c1ccco1)C(C)C)C(=O)Nc1ncc(Cl)cc1Cl (stereo not given)	-2	8	2	-2.3	-0.3	0	i	0	-1	-2
O=C(CN1c2cccc3cccc(c23)S1(=O)=O)N1CCCCC1	5	2	-2	-1.2	0.2	-4	i	-2	-9	-3
CCOc1ccc(C(=O)c2ccc([N+](=O)[O-])cc2Cl)cc1	4	2	0	0.4	-1.1	5	i	-1	-25	2
C/C(N)=C(/C#N)C(=O)COC(=O)CSc1ccc2ccccc2c1	-11	1	-3	1.2	0.0	-10	i	2	-1	1
O=C(Nc1cc(Cl)ccc1Cl)N1CCCC1	13	-3	-1	0.4	-0.3	4	i	-7	-1	-2
Clc1ccc2c(N/N=C/c3cccnc3)ccnc2c1	-25	-1	3	6.9	1.2	12	i	-3	-10	-1
FC(F)(F)c1cnc(Oc2ccc(-c3nnco3)cc2)c(Cl)c1	-18	0	0	-0.4	0.9	1	i	-8	-1	0
CC(Oc1ccc([N+](=O)[O-])cc1Cl)C(=O)Nc1ccc(C(N)=O)cc1 (stereo not given)	-5	0	-10	1.8	0.6	0	i	-9	-19	-3
Cc1ccc(C2=NN(S(C)(=O)=O)C(c3ccc4c(c3)OCO4)C2)cc1 (stereo not given)	-23	4	1	0.7	-0.8	-27	i	-11	0	12
CCCCCCn1c(=O)n2n(c1=O)C[C@]1(OC(=O)NCC3CCCCC3)CN(S(=O)(=O)c3ccc(C)cc3)C[C@]1(O)C2	-2	0	-1	1.1	0.2	-11	i	·	-6	0
COc1ccc(NC(=O)c2ccccc2SC)cc1	-4	-3	4	0.6	-1.0	-2	i	-10	5	-1
CCC(c1nnnn1C1CCCC1)N1CCN(C/C=C/c2ccccc2)CC1 (stereo not given)	3	0	-8	1.1	-0.8	8	i	·	6	2
O=C(NNC(=O)C1CCN(S(=O)(=O)c2ccc(Cl)cc2)CC1)c1ccc(S(=O)(=O)N2CCCCC2)cc1	-6	-2	8	-2.3	-0.2	6	i	-9	-2	4
COc1cccc(-c2cc(C(=O)NC3CC3)c3ccccc3n2)c1	-4	2	-7	-0.5	-0.4	-2	i	1	-11	2
CCCn1c(N)c(N(CCOC)C(=O)Cc2ccc(S(=O)(=O)N3CCOCC3)s2)c(=O)[nH]c1=O	6	-2	-2	-0.5	-0.3	-5	i	·	14	-2
CC(=O)Oc1ccc2c(c1)O/C(=C\c1ccncc1)C2=O	92	-3	-3	-0.7	-0.9	10	i	7	-30	-8
N#Cc1c(-c2cccc(Cl)c2)[nH]c(=S)[nH]c1=O	53*	-1	4	-2.2	-0.5	1	i	-4	24	2
Cc1cccc(N2CCN(C(=O)C3CCN(S(=O)(=O)N4CCOCC4)CC3)CC2C)c1 (stereo not given)	4	-2	0	-0.2	0.4	-3	i	-11	-2	1
Cc1cccc(C)c1NC(=O)CNC(=O)C1CCCC1	21	-2	3	-1.9	-0.5	2	i	0	2	1
CCOC(=O)C1=C(C)OC(N)=C(C#N)C1c1ccc(C)s1 (stereo not given)	16	0	1	1.0	-0.1	0	i	-8	-6	2
CS(=O)(=O)Oc1ccc(/C=C2\C(=N)N3N=C(CC(=O)N4CCOCC4)SC3=NC2=O)cc1Cl	-3	-1	8	-1.3	0.8	0	i	-9	11	3
O=C(OCN1C(=O)c2ccccc2C1=O)c1cccc(S(=O)(=O)N2CCOCC2)c1	19	-1	-9	-1.5	-0.3	2	i	-8	-2	1
CN[C@H]1C[C@H]2c3cc(-c4ccccc4)ccc3CCN2C(=O)[C@H]1[C@H](C)O	8	-2	-2	-0.9	-1.0	-6	i	·	3	1
COc1ccccc1CCCNC(=O)C1CCC(=O)N(Cc2ccccc2F)C1 (stereo not given)	22	0	-7	0.2	-0.9	1	i	6	-2	0
Cc1cc(NC(=O)CSc2n[nH]c(-c3ccccc3Br)n2)no1	-23	-4	1	-0.8	-0.5	1	i	-1	-1	-4
CCOc1ccc(C(=O)N2CCN(c3cnn(-c4ccccc4)c(=O)c3Cl)CC2)cc1	0	0	7	-0.2	-0.2	2	i	-8	15	-3
Cc1cc(/C=C2\Sc3ccccc3N2C)cc(C)[n+]1CC1CCCO1 (stereo not given)	-56	5	2	4.6	-1.0	35	i	-3	-25	2
CCN(CC)C(=O)c1cccc(-c2csc(C(O)c3ccc(F)c(OC)c3)n2)c1 (stereo not given)	4	-1	2	0.2	-0.1	-6	i	·	-11	1
CN1/C(=C\C=Nc2ccc3ccccc3c2)C(C)(C)c2ccccc21	-109	0	4	2.2	0.3	-2	i	·	-12	15
CS(=O)(=O)/C(C#N)=C/c1cccn1S(=O)(=O)c1ccccc1	-2	-5	-7	4.8	0.0	2	i	0	-26	-2
CC1CCC(C(C)C)C(OCC(O)CNC(C)C)C1 (stereo not given)	6	-3	-8	1.5	-0.5	1	i	-7	7	-3
COc1ccc(Cl)cc1Nc1cc(C)nc2nc(C)nn12	-5	3	1	-0.5	1.3	2	i	18	8	-2
O=C(/C=C\c1ccco1)Nc1ccc(N2CCN(C(=O)c3ccccc3)CC2)cc1	10	-1	-1	1.0	-0.3	2	i	-5	-11	-18
O=C(N/C(=C/c1ccc(F)cc1)C(=O)N1CCCC1)c1ccccc1	2	-1	-2	-1.5	-0.1	0	i	9	-3	-4
O=C(COc1cccc2ccccc12)N/N=C/c1ccc(Sc2nc3ccccc3s2)o1	-21	1	36*	2.0	-0.3	-4	i	-8	-3	0
Cc1cc(NS(=O)(=O)c2ccc(NC(=O)C(C)Oc3ccc(C(C)C)cc3)cc2)no1 (stereo not given)	4	1	6	1.3	-0.1	-2	i	-7	1	-2
COc1ccc(NC(=O)CC(C)NCCCN2CCCC2=O)cc1 (stereo not given)	8	2	-5	-2.0	0.8	-2	i	-10	1	-2
CCOc1ccc(OCC(=O)OCn2c(SC)nnc(C)c2=O)cc1	0	0	-3	-1.7	-1.2	7	i	5	2	-4
Cc1cccc(CN2C(=O)CSc3ccc(C(=O)NC4CC4)cc32)c1	7	-2	-8	-0.3	-1.0	-2	i	-8	11	4
COCCNC(=O)CCc1c(C)nc2c(c(C)nn2-c2ccc(C)cc2)c1C	2	0	-6	-0.6	-0.7	-1	i	-1	3	-1
Cc1ccc(C(=O)NC(=S)NNC(=O)c2ccccc2[N+](=O)[O-])cc1	29	2	9	1.9	-0.1	5	i	-5	-7	0
CCOC(=O)c1ccc(NC(=O)CN2C(=O)C(C)SC(C)C2=O)cc1 (stereo not given)	10	-3	-2	-0.8	0.1	2	i	-1	1	-6
CC(C)C(=O)N1CCN(c2nc(-c3ccccc3)c3c(c2C#N)CCCC3)CC1	8	0	0	3.8	0.0	-7	i	1	-1	2
CC1CCc2nc3ccc(S(=O)(=O)N4CCC(C(=O)O)CC4)cc3c(C(=O)O)c2C1 (stereo not given)	-3	2	2	-0.9	0.8	2	i	-7	0	-2
O=C1C2C3C=CC(CC3)C2C(=O)N1/N=C/c1c[nH]c2ccccc12 (stereo not given)	-4	1	-5	0.7	-0.5	-4	i	-3	-4	0
COc1ccc(S(=O)(=O)NCc2ccccc2Cl)cc1OC	1	7	-7	0.6	0.2	-1	i	3	1	-4
Cc1cc(C)c[n+](C(C)C(=O)c2ccc(Cl)cc2)c1 (stereo not given)	-3	-1	-5	-2.7	-1.0	2	i	4	5	2
CCc1cc(-c2n[nH]c(=S)n2N)n(C)n1	-42	-3	-2	0.0	-0.3	2	i	-7	-1	4
CCOC(=O)COc1c(C=O)cc(Br)cc1OC	8	-2	0	-0.3	0.2	5	i	-6	1	-3
COCCn1c(-c2ccc(Cl)cc2)cnc1SCC(=O)NCCc1ccc(OC)c(OC)c1	-70	0	-2	-1.8	-0.7	2	i	-7	1	-2
CSc1ccc(C(=S)N2CCN(C)CC2)cc1	26	73*	3	-1.2	0.2	-5	i	-6	-1	5
CCOC(=O)C1CCN(C(=O)Cc2ccc(OC)c(OC)c2)CC1	-4	1	4	-2.9	-0.3	0	i	3	-3	-2
COc1ccc(C(=O)C(OP(=O)(OC)OC)c2ccccc2OC)cc1 (stereo not given)	·	·	·	-1.9	-1.0	·	·	·	0	4
C[C@@H](NCCCn1ccc(NC(=O)OCc2ccccc2)nc1=O)c1cccc2ccccc12	-7	-2	-1	2.3	0.3	2	i	8	-2	2
CC(C)(NC(=O)c1cc(Cl)c2ccccc2c1O)C(=O)O	0	4	-7	-1.4	-0.5	-2	i	-4	1	4
O=C(CC(c1ccc(F)cc1)c1ccco1)Nc1nccs1 (stereo not given)	-14	-3	4	-0.4	0.5	-7	i	-5	0	8
CCc1ccc(-n2c(=S)sc3c(=O)n(-c4ccccc4C)c(SCC(=O)O)nc32)cc1	9	1	1	1.7	-0.8	-1	i	0	-21	-1
COc1ccc(/C(C)=N/NC(=O)CNC(=O)c2cccnc2)cc1OC	10	-1	-11	-1.0	-1.6	2	i	3	-5	-8
CC(=O)C1=C(O)CCCC1=NCc1nc2ccccc2[nH]1	6	-1	1	-1.2	6.2*	1	i	3	1	-8
Cc1nn(-c2ccccc2)c(C)c1P(=O)(c1ccccc1)N(C)C (stereo not given)	-4	1	-5	-0.5	-1.3	4	i	-7	-1	2
Cc1ncc(CC(=O)n2cc(C(=O)c3cc(Cl)ccc3O)cn2)s1	20	0	6	0.5	0.1	4	i	-5	6	0

Complete entries, quoted from the list. Screens in order: PABP1 MLLE inh | STEP block | NadD block | LMPTP block | Tb MetRS inh | DNMT1 inh | Rpn11 inh | Scp-1 inhibitor | SUMO1-SIM PPI | CSN deneddyl inh
C[C@@H](NCCCn1ccc(NC(=O)OCc2ccccc2)nc1=O)c1cccc2ccccc12 is listed with -7 | -2 | -1 | 2.3 | 0.3 | 2 | i | 8 | -2 | 2
CCOC(=O)COc1c(C=O)cc(Br)cc1OC is listed with 8 | -2 | 0 | -0.3 | 0.2 | 5 | i | -6 | 1 | -3
CSc1ccc(C(=S)N2CCN(C)CC2)cc1 is listed with 26 | 73* | 3 | -1.2 | 0.2 | -5 | i | -6 | -1 | 5

Source: PubChem
